ERG-DNA inh – blocks human ERG Ets domain binding to DNA; P11308; fluorescence polarization, His-ERG Ets domain / labelled DNA; Potency, µM (highest dose often 76.9 µM), for inactives: at the highest dose FP activity, negative = inhibition, actives largely listed as inhibitors; 370,000 compounds, 0.028% hits; AID 624246; active means well fitted inhibition curve with a large enough effect in the polarisation, with a control signal flat; inconclusive means small, poorly fitted or top-dose-only effect, or effect the other way, or a change in a side signal; inactive means no such curve, though single readings can be large or run the other way; the % refers to the polarisation;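 further: polarization taken with two DNA probes labelled with fluorescein and Texas red; potency means the concentration at half of the fitted maximal effect; % of control where 0% means no effect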
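His-tagged ERG Ets domain (1 uM in the protein solution; 300mM KCl, 50mM Tris-HCl, 1mM EDTA, 1mM DTT, pH 7.5) received compound, then a probe mix of 5 nM fluorescein-DNA and 100nM Texas-615-DNA. Fluorescence polarization was read for both dyes.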
BAZ2B inh – blocks human BAZ2B; Q9UIF8; AlphaScreen BAZ2B-H3K14Ac peptide displacement; Potency, µM (top dose mostly 114 µM), inactives show at the highest dose activity change, negative = inhibition, hits mostly inhibitors; 360,000 compounds, 4.4% hits; AID 504333; further: potency means the concentration at half of the fitted maximal effect; on the % scale 0 is the no-effect control and ±100 the full control effect; nearly all actives have a fitted effect of over 60% in size
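Inhibition is scored as reduced AlphaScreen emission. The BAZ2B/b-H3(5-23)K14Ac complex (50 nM each) in PBS pH 7.4, 0.01% Tween-20 meets compound (up to 110 uM) for 30 min at RT before bead addition.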
JMJD2A Tudor – JMJD2A Tudor domain (human) inhibition; O75164; Potency, µM (doses to about 114 µM), without a hit: at the highest dose activity change, negative = inhibition, actives largely listed as inhibitors; AlphaScreen JMJD2A-Tudor / H3K4me3 peptide binding; 390,000 compounds, 4.4% hits; AID 504339; further: potency means the concentration at half of the fitted maximal effect; on the % scale 0 is the no-effect control and ±100 the full control effect; nearly all actives have a fitted effect of over 50% in size
HP1b binding inh – HP1-beta chromodomain-methylated histone interaction inhibition; AID 540317; 390,000 compounds, 0.56% hits; Potency, µM (top dose mostly 114 µM), for inactives: at the highest dose activity change, negative = inhibition, usual class: inhibitors; P83916; AlphaScreen HP1-beta / biotin-H3K9me3 peptide binding; further: potency means the concentration at half of the fitted maximal effect; nearly all actives have a fitted effect of over 70% in size; inactives centre near 23
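Compound inhibition of the preformed complex between 50 nM HP1-beta and 50 nM biotinylated H3K9me3 peptide was read by AlphaScreen. Buffer was PBS pH 7.4 with 0.01% Tween-20. Incubations ran 30 min at room temperature, with 10 ug/mL donor/acceptor beads.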
GLS inh – glutaminase GLS (human) inhibition; GLS enzymatic activity, qHTS titration; Potency, µM (top dose mostly 45.5 µM), for inactives: top-dose activity change, negative = inhibition, hits mostly inhibitors; 410,000 compounds, 0.21% hits; further: potency means the concentration at half of the fitted maximal effect; on the % scale 0 is the no-effect control and ±100 the full control effect
Target sequence (O94925 whole entry, looked up): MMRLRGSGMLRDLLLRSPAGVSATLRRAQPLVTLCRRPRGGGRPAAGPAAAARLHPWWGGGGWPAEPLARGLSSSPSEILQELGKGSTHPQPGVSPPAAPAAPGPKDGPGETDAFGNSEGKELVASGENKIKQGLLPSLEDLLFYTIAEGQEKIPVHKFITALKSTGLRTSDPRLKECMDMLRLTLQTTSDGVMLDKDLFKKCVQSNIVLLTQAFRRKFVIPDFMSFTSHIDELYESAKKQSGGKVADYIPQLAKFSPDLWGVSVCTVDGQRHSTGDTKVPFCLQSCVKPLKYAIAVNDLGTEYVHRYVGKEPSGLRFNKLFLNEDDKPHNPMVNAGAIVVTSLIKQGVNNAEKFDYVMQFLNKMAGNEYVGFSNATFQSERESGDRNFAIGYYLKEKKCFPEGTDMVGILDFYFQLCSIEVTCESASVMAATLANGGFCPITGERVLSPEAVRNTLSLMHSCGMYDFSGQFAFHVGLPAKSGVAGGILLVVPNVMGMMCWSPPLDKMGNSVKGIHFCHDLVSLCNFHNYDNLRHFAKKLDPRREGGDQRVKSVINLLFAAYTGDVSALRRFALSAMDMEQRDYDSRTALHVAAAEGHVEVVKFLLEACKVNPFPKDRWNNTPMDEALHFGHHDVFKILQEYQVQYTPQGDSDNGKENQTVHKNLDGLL
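Enzyme dispensed in phosphate buffer (45 mM, pH 8.2, 0.02% Tween-20), compounds pinned in, then 1 mM L-glutamine solution and the glutamate oxidase–HRP–Amplex Red mix added; fluorescence read immediately and again after 30 min at room temperature.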
PI4K2A inh – PI4K2A (human) kinase inhibition; Q9BTU6; purified PI4K2A, ADP-Glo luminescence, 1 h; stronger effect = lower value; activity change, negative = inhibition, % at 76.9 µM; 420,000 compounds, 0.13% hits; AID 1346378; in the data active means activity change below about -50%; inconclusive means mostly about -30% to -49%;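 further: -100% = wells without enzyme as full effect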
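ADP-Glo luminescence measured ADP generated by PI4K2A enzyme (4 ug/mL before mixing) with 1.2 mM PI substrate (pre-mix) and 300 microM ATP (pre-mix). Tris pH7.5 buffer with MgCl2, Triton X-100; 1 h reaction at ambient temperature.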
G9a block – G9a (human) methyltransferase inhibition | Q96KQ7 | 350,000 compounds, 8.8% hits | Potency, µM (doses to about 102 µM), inactives show top-dose activity, negative = inhibition, actives largely listed as inhibitors | G9a H3K9 monomethylation, AlphaScreen, 2 h; further: potency means the concentration at half of the fitted maximal effect; on the % scale 0 is the no-effect control and ±100 the full control effect; nearly all actives have a fitted effect of over 75% in size
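G9a (20 nM) preincubated 15 min RT with compounds, then 500 nM biotinylated H3K9 peptide and 20 uM SAM added; 2 h RT reaction. Monomethyl-H3K9 product detected by AlphaScreen with anti-H3K9me1 antibody, streptavidin donor and anti-rabbit IgG acceptor beads.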
Pin1 inh – human Pin1 inhibition. Pin1 FP peptide displacement, HiFluor488, 10 min. Potency, µM (titrated, usually from 115 µM), without a hit: top-dose activity, negative = inhibition, hits mostly inhibitors. 390,000 compounds, 0.009% hits. AID 504891; active means well fitted inhibition curve with a large enough effect in the polarisation, with a control signal flat, not every such curve was filed as active; inconclusive means small, poorly fitted or top-dose-only effect, or effect the other way, or a change in a side signal; inactive means no such curve, though single readings can be large or run the other way; the % refers to the polarisation; further: potency means the concentration at half of the fitted maximal effect; on the % scale 0 is the no-effect control and ±100 the full control effect
Tb PGK inh – inhibitors of T. brucei phosphoglycerate kinase. PGK/GAPDH coupled, Kinase-Glo luminescence, 60 min. Potency, µM (titrated, usually from 57.5 µM), for inactives: at the highest dose activity change, negative = inhibition, actives largely listed as inhibitors. 380,000 compounds, 0.043% hits. AID 602233; further: potency means the concentration at half of the fitted maximal effect; on the % scale 0 is the no-effect control and ±100 the full control effect; nearly all actives have a fitted effect of over 60% in size
Target sequence (P07378 whole entry, looked up): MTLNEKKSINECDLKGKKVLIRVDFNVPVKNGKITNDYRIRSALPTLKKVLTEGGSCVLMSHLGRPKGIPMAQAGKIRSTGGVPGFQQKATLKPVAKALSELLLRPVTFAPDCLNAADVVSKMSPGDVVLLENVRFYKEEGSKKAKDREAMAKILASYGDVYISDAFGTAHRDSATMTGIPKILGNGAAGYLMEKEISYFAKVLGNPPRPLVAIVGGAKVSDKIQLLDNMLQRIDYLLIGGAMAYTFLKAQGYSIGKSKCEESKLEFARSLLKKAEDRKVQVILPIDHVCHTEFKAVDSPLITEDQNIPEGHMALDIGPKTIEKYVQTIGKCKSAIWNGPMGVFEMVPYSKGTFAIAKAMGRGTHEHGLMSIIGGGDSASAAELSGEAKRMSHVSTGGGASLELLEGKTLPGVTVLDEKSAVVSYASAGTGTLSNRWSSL
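Recombinant glycosomal PGK reaction used 1,3-bisphosphoglycerate generated in-well by GAPDH (100nM final) in 100mM TEA pH 7.6, 5mM MgCl2, 0.01% Tween-20. After 60 minutes at room temperature, ATP was read by Kinase-Glo Plus luminescence end-point.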
Numbers without * were called inactive; i = inactive; u = inconclusive; x = not tested or not shown; [ ] = remark or other dose. Unless noted, the call rests on the fitted dose curve; in most records, active means well fitted curve in the direction sought with a large enough effect; inconclusive means small, poorly fitted or top-dose-only effect, or another doubt; inactive means no such curve, though single readings can be large; an effect the other way counts as inactive or inconclusive.

SMILES	ERG-DNA inh	BAZ2B inh	JMJD2A Tudor	HP1b binding inh	GLS inh	PI4K2A inh	G9a block	Pin1 inh	Tb PGK inh
COc1ccc(N(Cc2cccs2)C(=O)COc2cccc(C)c2C)cc1	8%	44%[activator]	31%	55%[activator]	-1%	0	36%[activator][59 µM]	13%	-1%
CCC(=O)Nc1cccc(C2=NOC3(C2)C[C@@H](C(N)=O)N(C(=O)CC)C3)c1 (stereo partly specified)	-7%	-6%	-15%	26%	3%	-2	28%[59 µM]	1%	2%
CC(=O)c1ccc(NC(=O)CC23CC4CC(C2)CC(n2nnc(C)n2)(C4)C3)cc1	-5%	-36%	-20%	22%	-3%	3	u	-1%	-10%
O=C(Nc1nnc(SCc2cc(=O)c3ccccc3[nH]2)s1)c1ccccc1	-6%	3%	-6%	26%[57 µM]	-3%	-10	-18%[59 µM]	-3%	i
CCOc1ccc2nc3c(cc2c1)CN(CCCO)C(=NCCOC)S3	-5%	-5%	-11%[11.4 µM]	-17%	4%	1	32µM*	2%	1%
O=C(Cn1ncc2c1-c1ccccc1OC2)Nc1cccc(Cl)c1	-5%	-4%	-19%	20%	5%	-2	u	-2%	-4%
O=C(NC1CCN(Cc2ccccc2)CC1)c1c(F)cccc1F	4%	9%	-5%	11%	2%	-1	18%[59 µM]	-2%	-1%
COc1ccc(NC(=O)C2=C(C)NC(=S)NC2c2ccc(O)c(OC)c2)cc1 (stereo unspecified)	0%	-11%	-3%	48%[activator]	12%	-1	u	-1%	3%
CC1CCN(c2ccc3c(c2)S(=O)(=O)c2cccc(C(=O)NC[C@@H]4CCCO4)c2C3=O)CC1	18%	x	-16%	27%	2%	-3	x	u	-9%
O=C(NCc1ccc2c(c1)OCO2)c1nc(S(=O)(=O)Cc2ccccc2F)ncc1Cl	-1%	-36%	6%	37%	0%	-4	18µM*	10%	-9%
CCc1ccc2ncc3c(-c4ccc(C)cc4)nn(CC(=O)NCc4ccccc4)c3c2c1	3%	-3%	-24%	-12%	-10%	8	-1%[59 µM]	-6%	i
COc1ccc(CCC(=O)NNC(=O)Cn2nc(C)cc2C)cc1	0%	4%	-8%	21%	7%	0	u	-13%	-1%
CC(C)CNC(=O)c1ccccc1NC(=O)CN(c1ccc2c(c1)OCCO2)S(C)(=O)=O	x	10%	-22%	3%	5%	-3	u	4%	0%
O=C(CCNS(=O)(=O)c1ccc(Br)s1)N1CCN(c2ccccc2)CC1	-11%	-10%	-1%[11.4 µM]	-19%	2%	9	32%[59 µM]	-5%	5%
CC(=O)Nc1ccc2nc(SCCOc3ccccc3)sc2c1	-2%	-18%	-1%	62%[activator]	-14%	-4	2%[59 µM]	0%	-4%
NC(=O)COc1ccc(C(=O)/C=C2/C(=O)Nc3ccccc32)cc1	4%	-15%	u	-4%	9%	-2	79µM*	-7%	5%
Cc1ccc(Nc2c(-c3ccc(N4CCOCC4)cc3)nc3ccc(Cl)cn23)cc1	4%	x	-15%	27%	0%	4	-23%[59 µM]	-8%	-6%
CCOc1ccc(C2CC(c3ccc(OC)c(OC)c3)n3nc(N)nc3N2)cc1 (stereo unspecified)	2%	-5%	-20%	38%	14%	-7	u	-6%	i
CSc1nc(-c2ccco2)nn1C(=O)Cc1ccccc1	1%	-24%	-1%[11.4 µM]	5%	-15%	4	-3%[12.7 µM]	-1%	i
CC(=O)Nc1ccc(NC(=O)COC(=O)c2n[nH]c3ccccc23)cc1	3%	-3%	-14%	26%	6%	-1	-41%	3%	8%
Cc1ccc2c(C)c(C(=O)Nc3c(C)n(C)n(-c4ccccc4)c3=O)oc2c1	-16%	1%	-4%	31%	-8%	8	-14%	-3%	i
O=C(NCCc1ccccc1)C1CCN(S(=O)(=O)c2cccs2)CC1	x	-14%	6%	2%	15%	1	-2%[59 µM]	-3%	i
O=C(NCc1n[nH]c(=S)n1-c1ccc(Br)cc1)c1ccc(S(=O)(=O)N2CCCC2)cc1	4%	-35%	-32%	23%	9%	-6	2.5µM*	3%	-10%
O=C(NCc1ccco1)C(=O)N1CCCC1	-1%	1%	-12%[11.4 µM]	68%[activator]	3%	-1	11%	-9%	i
O=C(Nc1ccc(S(=O)(=O)N2CCCC2)cc1)c1ccc(Cl)nc1	-1%	11%	0%	18%	-1%	-1	-5%[2.33 µM]	-2%	-7%
Cc1nc2ncnn2c(C)c1Cc1cccc(C(F)(F)F)c1	-4%	-4%	-9%	38%	3%	-9	-2%	-8%	i
COc1ccccc1C(=O)NC(C)C(c1cccs1)N1CCOCC1 (stereo unspecified)	x	3%	-18%	15%	21%	-3	-13%[59 µM]	2%	0%
CCSC(=O)NC12CC3CC(CC(C3)C1)C2	x	11%	3%	14%	9%	4	22%[59 µM]	4%	x
Cc1ccc2oc(=O)c3cnn(CC(=O)NCc4ccccc4Cl)c3c2c1	-1%	-1%	-23%	18%	-3%	2	11%[59 µM]	-10%	-8%
Cc1cccc(NC(=O)c2oc3ccc(S(=O)(=O)N4CCC5(CC4)OCCO5)cc3c2C)c1C	0%	1%	-15%	17%	3%	-2	u	26%	0%
C=CCN1C(c2ccccc2)=CS/C1=C(/C#N)c1nnc(N2CCOCC2)n1-c1ccccc1	-7%	-34%	u	14%	0%	-1	u	1%	x
CCC1CCCCN1C(=O)c1sc2ncnc(N(CC)CC)c2c1C (stereo unspecified)	-10%	2%	-6%	47%[activator]	-3%	-4	u	0%	-6%
COc1ccc(/C=N/OCC(=O)N=Nc2c(O)[nH]c3ccc(Br)cc23)cc1	12%	-38%	-30%	11%	3%	-9	0%[59 µM]	-1%	-5%
CCOC(=O)/C(C(N)=NC(C)C)=C(\O)c1ccccc1	-5%	-1%	2%	13%	5%	3	-8%[59 µM]	-5%	14%
COc1ccccc1N1CCN(C(=O)Cc2c(C(=O)O)[nH]c3ccc(Cl)cc23)CC1	15%	-24%	-6%	26%	0%	1	-22%	-8%	0%
CCOc1ccccc1NC(=O)CN(C)S(=O)(=O)c1ccc(OC)c(C)c1	x	-3%	-16%	40%[activator]	-2%	-1	-39%	-2%	3%
CCOC(=O)c1cccc(COC(=O)c2cccc(-c3nnc(-c4ccccc4)o3)c2)c1	4%	-6%	-3%	67%	0%	-13	22%[59 µM]	-4%	-3%
CCNC(=S)N1C2CCC1CC(NC(=O)Nc1ccc(C(=O)OCC)cc1)C2 (stereo unspecified)	-3%	-13%	-14%	31%	1%	4	-1%	3%	-3%
COCCCNC(=S)N1CCN(c2nc3ccccc3s2)CC1	1%	-19%	-6%	21%	-30%	0	4%	6%	-3%
COc1ccc(CNC(=O)c2cccc(NC(=O)CC3SC(N4CCCCC4)=NC3=O)c2)cc1 (stereo unspecified)	-1%	x	-15%	1%	1%	7	x	-2%	-3%
CC1(C)N([O-])C2=C(c3ccccc3C2=O)[N+](=O)C1(C)C	-7%	13%	-8%	-2%	-2%	u	79µM*	-2%	-1%
COc1ccc2[nH]c(=O)c(C(c3nnnn3C3CCCC3)N3CCN(Cc4ccc5c(c4)OCO5)CC3)cc2c1 (stereo unspecified)	-4%	-39%	-28%	21%	-1%	-3	-37%[59 µM]	29%	-7%
CC[C@]1(C(=O)OC)[C@H]2C(=O)N(C)C(=O)[C@H]2[C@H]2CN=C(SCc3ccc(C)cc3)N21	4%	x	-15%	40%[activator]	-1%	-3	x	0%	7%
CCOc1ccccc1NC(=O)Nc1ccc(Br)cn1	7%	1%	0%	40%[activator]	-10%	-2	-4%	-2%	i
Cc1cccc(C)c1NC(=O)CNc1ccccc1	0%	8%	-8%	24%	9%	-1	u	-9%	-4%
CC(=O)c1c[nH]c2ccc(C)cc2c1=O	1%	-3%	-8%	14%	4%	2	-3%[12.7 µM]	0%	-5%
CCOC(=O)c1nc(Nc2ccc(Nc3ccccc3)cc2)c2ccccc2n1	-3%	16µM*	28µM*	u	15%	8	u	u	9%
OCCC1CN(C2CSCCSC2)CCN1Cc1ccccc1 (stereo unspecified)	13%	-9%	-12%	51%[activator]	13%	-1	1%	5%	-1%

BAZ2B inh: entries above that show a hit.
SMILES	ERG-DNA inh	BAZ2B inh	JMJD2A Tudor	HP1b binding inh	GLS inh	PI4K2A inh	G9a block	Pin1 inh	Tb PGK inh
CCOC(=O)c1nc(Nc2ccc(Nc3ccccc3)cc2)c2ccccc2n1	-3%	16µM*	28µM*	u	15%	8	u	u	9%

Later entries.
SMILES	ERG-DNA inh	BAZ2B inh	JMJD2A Tudor	HP1b binding inh	GLS inh	PI4K2A inh	G9a block	Pin1 inh	Tb PGK inh
CC(C)c1ccc(/C=N/NC(=O)c2nnn(-c3nonc3N)c2CSC2=NCCS2)cc1	-1%	-18%	-28%	26%	1%	4	8%[59 µM]	u	0%
CCc1ccc(NC(=O)CCN2C(=O)c3cccnc3C2=O)cc1	-4%	u	-22%	39%	-1%	-1	-13%[59 µM]	1%	6%
O=C1N/C(=N\S(=O)(=O)Cc2ccccc2)S/C1=C/c1cc([N+](=O)[O-])ccc1O	17%	-32%	-27%	13%	u	-3	40µM*	u	-7%
COc1cccc(C(=S)N2CCCC2)c1OC	1%	5%	-2%	u	-10%	0	8.9µM*	-4%	-6%
CC1CN(C(=O)CCC(=O)NCc2ccccc2Cl)c2ccccc2S1 (stereo unspecified)	5%	-1%	-27%	5%	2%	2	11%	9%	6%

Compound activity (PubChem)
